Screening results from PubChem.
PGE2 EP2 inh: inhibitors of human EP2 prostaglandin E2 receptor; C6 glioma cells expressing human EP2, cAMP TR-FRET; cells stimulated with saturating PGE2; inhibition, % at 25 µM; actives 0.52% (n = 260,000); AID 1422;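 active means percent inhibition above 40 after rounding to a whole number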;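 further: rat C6 glioma host cells with rolipram phosphodiesterase inhibitor present; the protocol text gives 20 µM as final concentration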
Target sequence (P43116 whole entry, looked up): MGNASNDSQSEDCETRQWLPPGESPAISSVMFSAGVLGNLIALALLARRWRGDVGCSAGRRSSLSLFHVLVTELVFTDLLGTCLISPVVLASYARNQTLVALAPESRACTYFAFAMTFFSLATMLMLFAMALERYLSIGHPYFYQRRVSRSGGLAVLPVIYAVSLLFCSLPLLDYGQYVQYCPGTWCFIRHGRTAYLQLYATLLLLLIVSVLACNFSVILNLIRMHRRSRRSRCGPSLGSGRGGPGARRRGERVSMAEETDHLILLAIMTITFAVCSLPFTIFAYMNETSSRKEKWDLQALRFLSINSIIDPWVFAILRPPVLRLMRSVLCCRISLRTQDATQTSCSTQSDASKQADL
* = called active by the depositor.

no. | SMILES | PGE2 EP2 inh
1 | CCOc1ccc2c(c1)C(C)=CC(C)(C)N2 | 8
2 | O=C(CC1CCCCC1)N1CCC[C@H](Cn2nc(-c3cccs3)ccc2=O)C1 | 3
3 | Cc1ccc(Cn2c(C(C)Nc3nc(-c4ccc(Cl)c([N+](=O)[O-])c4)cs3)nc3cc(C(F)(F)F)ccc32)cc1 (stereo unspecified) | 8
4 | Cc1cccc(NC(=O)CSc2nc3sc4c(c3c(=O)[nH]2)CCCC4)c1C | 45*
5 | O=C1CCN(Cc2ccccc2)C(=S)N1 | 9
6 | S=C(NCc1ccco1)N1CCN(c2ccccc2)CC1 | 10
7 | O=C(O)/C=C\C(=O)Nc1ccc2cn[nH]c2c1 | 6
8 | CCN1C(=O)SC(CC(=O)O)C1=O (stereo unspecified) | 7
9 | CC(=O)NC(CC(C)C)C(=O)NC(CO)C(=O)NC(CCC(=O)O)C(=O)NC(C)C(=O)NC(CC(C)C)C(N)=O (stereo unspecified) | 22
10 | CC(C)OC(=O)c1ccc2c(c1)no[n+]2[O-] | 4
11 | Cc1cccc(NC(=O)C(=O)NCCN2CCOCC2)c1C | 13
12 | CSCC[C@@H](C(=O)O)N(C)C | 15
13 | Cc1ccc(NC(=O)CSc2ncccc2C(=O)O)cc1C | 6
14 | Cn1ccnc1CN(CCNC(=O)c1cccs1)Cc1ccccn1 | 10
15 | NC(N)=Nc1ccc(-c2ccc(N=C(N)N)cc2)cc1 | 48*

no. | SMILES | PGE2 EP2 inh
16 | COc1cc2cc(CN(Cc3ccccc3)C(C)=O)c(=O)[nH]c2cc1OC | 7
17 | Cc1ccc(SCc2[nH]nc3c2C(C2CCCCC2)C(C#N)=C(N)O3)cc1 (stereo unspecified) | 10
18 | Cc1occc1-c1nnc(SCC(=O)Nc2ccc3c(c2)OCO3)n1Cc1ccco1 | 7
19 | Cc1ccc(CN(CCCn2ccnc2)Cc2cnn(C)c2)s1 | 9
20 | Cc1ccc2[nH]c(=O)c(CN(C(=O)Nc3ccccc3C)C3CC3)cc2c1 | 6
21 | CC1CCCC(C)N1C(=O)CSc1nnc(-c2ccncc2)n1Cc1ccccc1 (stereo unspecified) | 6
22 | Cc1ccc(S(=O)(=O)N2CCN(c3cnccn3)CC2)cc1 | 5
23 | CCCn1nnnc1SCC(=O)Nc1nc(C(C)(C)C)cs1 | 9
24 | Cc1ccc2cc(C#N)c(N3CCCN(C(=O)c4cccs4)CC3)nc2c1 | 14
25 | CCOc1ccccc1CN(C(=O)c1cc2sccc2n1C)C1CC(C)(C)NC(C)(C)C1 | 17
26 | CC1=C(CC[C@H](C)CO)O[C@@H]2C[C@@H]3[C@H]4CC[C@H]5C[C@@H](O)CC[C@]5(C)[C@@H]4CC(=O)[C@@]3(C)[C@H]12 | 65*
27 | CCCN1C(=O)C(O)(CC(=O)c2ccc3ccccc3c2)c2ccccc21 (stereo unspecified) | 13
28 | Nc1no[n+]([O-])c1C(=O)N1CCCCC1 | 6
29 | CSC1=C(C#N)C(c2ccccc2)CC(=O)N1 (stereo unspecified) | 8
30 | CC1CC(C)CN(C(=O)Cn2c(SCC(=O)NCc3ccco3)nc3ccccc32)C1 (stereo unspecified) | 16

Part of the list above, set out differently.
(16) COc1cc2cc(CN(Cc3ccccc3)C(C)=O)c(=O)[nH]c2cc1OC
  PGE2 EP2 inh = 7

(17) Cc1ccc(SCc2[nH]nc3c2C(C2CCCCC2)C(C#N)=C(N)O3)cc1 (stereo unspecified)
  PGE2 EP2 inh = 10

(26) CC1=C(CC[C@H](C)CO)O[C@@H]2C[C@@H]3[C@H]4CC[C@H]5C[C@@H](O)CC[C@]5(C)[C@@H]4CC(=O)[C@@]3(C)[C@H]12
  PGE2 EP2 inh = 65*

(19) Cc1ccc(CN(CCCn2ccnc2)Cc2cnn(C)c2)s1
  PGE2 EP2 inh = 9

(more compounds)
no. | SMILES | PGE2 EP2 inh
31 | O=C(CN1C(=O)COc2ccccc21)Nc1ccc(Cl)cc1 | 8
32 | COc1ccc(CNC(=O)CSc2nc3sc4c(c3c(=O)[nH]2)CCC(C)C4)cc1 (stereo unspecified) | 13
33 | O=C(CSc1nc(-c2ccco2)cc(C(F)(F)F)n1)Nc1ccccc1F | 17
34 | COc1ccc(OCCCC(=O)Nc2sc3c(c2C#N)CCCC3)cc1 | 11
35 | CCc1nn(CC(=O)N2C(C)CCCC2C)c(=O)c2cc3oc(C)cc3n12 (stereo unspecified) | 8
36 | O=C(Nc1nnc(C(F)(F)F)s1)c1ccccc1Cl | 8
37 | O=C1c2ccccc2C(=O)C1(O)N1CCN(C2(O)C(=O)c3ccccc3C2=O)CC1 | 28
38 | CN(C)S(=O)(=O)c1ccc(S(=O)(=O)N2CCCCCC2)cc1 | 6
39 | O=S(=O)(NC1CCCc2ccccc21)c1ccc(S(=O)(=O)N2CCCCC2)cc1 (stereo unspecified) | 11
40 | CC(O)c1nc2cc3ccccc3cc2[nH]1 (stereo unspecified) | 10
41 | CCn1c(SCc2cccnc2)nnc1-c1cccc(C)c1 | 5
42 | OC(COC1CCCCC1)CN1CCN(Cc2ccnc(N3CCCC3)n2)CC1 (stereo unspecified) | 2
43 | CS(=O)CCNC(=O)c1cc(-c2ccc(F)cc2)no1 (stereo unspecified) | 7
44 | CC(C)(C)[C@@H]1C=C(C(N)=O)O[C@H](OCCCCO)C1 | 7
45 | CN(C)S(=O)(=O)c1ccc(N2CCC(CNC(=O)c3ccccc3F)CC2)cc1 | 5

no. | SMILES | PGE2 EP2 inh
46 | CC1CCN(c2nc3c(c(=O)[nH]2)CN(Cc2cccs2)CC3)CC1 | 4
47 | O=C(CSc1nnc(-c2ccc(S(=O)(=O)N3CCCC3)cc2)o1)NC1CCCCC1 | 10
48 | O=C1C=Cc2ccccc2/C1=C\c1nc(-c2cccc(F)c2)oc1O | 14
49 | COc1ccc(-c2nc3ccc(C)cn3c2NCC2CCCO2)c(OC)c1 (stereo unspecified) | 9
50 | Cc1ccc2c(c1)-c1cc(C)nn1C(c1ccc(N3CCOCC3)cc1)N2 (stereo unspecified) | 10
51 | COc1ccc(C2(C(=O)N3CCC(Nc4nc5c(c(=O)[nH]4)CCCC5)CC3)CC2)cc1 | 4
52 | O=C(O)CCCN1CCCCC1 | 6
53 | COc1cc(OC)c(-c2nc3cnccn3c2NC2CCCCC2)cc1OC | 20
54 | CCc1cc2cc3c(cc2nc1SCC(=O)Nc1nc2c(s1)CCCC2)OCO3 | 23
55 | O=C(Cn1c2ccccc2n2c(SCC(=O)N3CCc4ccccc43)nnc12)N1CCCC1 | 8
56 | OCC[C@@H]1C[C@@H](O)[C@H](O)[C@]2(CCCO2)O1 | 12
57 | CC1(C)CC(=O)C2=C(C1)Nc1ccccc1NC2c1cc(O)ccc1O (stereo unspecified) | 47*
58 | CCc1nn(CC(=O)N2C(C)CCCC2C)c(=O)c2cc3occc3n12 (stereo unspecified) | 8
59 | CCC(Oc1ccccc1)C(=O)Nc1ccc(S(=O)(=O)N2CCCCC2)cc1 (stereo unspecified) | 14
60 | Cc1oc2c(c1CC(=O)NCCCc1ccc(F)cc1)C(=O)CC(C)(C)C2 | 3

Entries by screen from the list.
PGE2 EP2 inh, compounds 46 to 55, in order: 4, 10, 14, 9, 10, 4, 6, 20, 23, 8

Other records
no. | SMILES | PGE2 EP2 inh
61 | O=C1CSC(=S)N1c1cccc(Cl)c1 | 23
62 | COc1ccc(CN(Cc2cc3cc(C)cc(C)c3[nH]c2=O)Cc2nnnn2CC2CCCO2)cc1 (stereo unspecified) | 13
63 | N#CSc1ccc(N2CCCCC2)cc1 | 6
64 | CC1CC(C)CN(C(=O)CN2C(=O)[C@H]3CCCN3C(=O)c3ccccc32)C1 (stereo partly specified) | 9
65 | Cc1ccc(C(=O)N2CCc3ccccc3C2)c(F)c1F | 7
66 | CC(C)C(=O)N1CCC(c2nc(-c3ccccc3Cl)no2)CC1 | 10
67 | Cc1ccc2cc(C(c3nnnn3C(C)(C)C)N3CCOCC3)c(=O)[nH]c2c1C (stereo unspecified) | 4
68 | CCOc1ccc(C2NC(=O)C(O)=C2C(=O)c2cccs2)cc1 (stereo unspecified) | 16
69 | COc1cc(NC(=O)CC23CC4CC(CC(C4)C2)C3)ccc1NC(=O)c1ccco1 | 16
70 | O=C(O)c1c[nH]c(=S)[nH]1 | 17
71 | COc1cc(C)c(C2C(C#N)=C(N)Oc3n[nH]c(C)c32)cc1OC (stereo unspecified) | 6
72 | Cc1ccc(CN(CCCn2ccnc2)Cc2ccc(-n3ccnc3C)cc2)o1 | 3
73 | COc1ccc(S(=O)(=O)N(Cc2ccco2)Cc2cc3cc(C)ccc3[nH]c2=O)cc1 | 9
74 | Cc1ccc2c(c1)c1nc(C)sc1n2C | 14
75 | CCN(C(=O)c1ccccc1F)c1nc(-c2cc(OC)ccc2OC)cs1 | 1

no. | SMILES | PGE2 EP2 inh
76 | O=S1(=O)CCOC[C@H](Cc2ccccc2)N1Cc1ccccc1F | 7
77 | O=C1CN=C(Nc2ccccc2F)N1c1ccc2c(c1)OCCO2 | 11
78 | C=C(C)CSc1nc2c(c(=O)n(C)c(=O)n2C)n1Cc1ccc(Cl)cc1 | 7
79 | COC(=O)C1=C(C)N(Cc2ccco2)C(=O)N[C@@H]1c1ccco1 | 0
80 | CC1CCCN(CC(=O)N2CCC(n3nnc4ccccc4c3=O)CC2)C1 (stereo unspecified) | 12
81 | CC1CCCCN1C(=O)CSc1nnc(CNc2ccc(Cl)cc2)o1 (stereo unspecified) | 11
82 | Cc1cc(C)c2[nH]c(=O)c(CN(Cc3ccccc3)C(=O)c3cccnc3)cc2c1 | 8
83 | CCn1c(SCC(=O)Nc2cccc(C)c2C)nnc1-c1ccco1 | 10
84 | CCN(CC)CCCNC(=S)N(CCN(C)C)Cc1cc2cc(C)c(C)cc2[nH]c1=O | 8
85 | CCC(C)C(=O)Nc1ccc(S(=O)(=O)N2CCCC2)cc1 (stereo unspecified) | 15
86 | C=CCn1c(SCC(=O)c2ccc(C)cc2)nc2sc3c(c2c1=O)CCC3 | 9
87 | Cc1cc(C#N)c(-c2ccccc2)nn1 | 10
88 | Cc1cc2cc3c(cc2n2c(SCC(=O)Nc4cccc(C(F)(F)F)c4)nnc12)OCCO3 | 4
89 | c1ccc(Cc2nc3cc4ccccc4cc3[nH]2)cc1 | 12
90 | CS(=O)(=O)N1CCc2cc(C(=O)Nc3ccc4ccccc4c3)ccc21 | 21

no. | SMILES | PGE2 EP2 inh
91 | CCOc1ccc2c(c1)cc(C1OCCO1)c1nn(C)c(=O)n12 | 2
92 | O=C(CN1C(=O)c2cccc3cccc1c23)Nc1ccccc1F | 15
93 | COc1cccc(NC(=O)CSc2nc3ccccc3c(=O)n2C)c1 | 13
94 | O=C(Nc1ncc(Cc2ccccc2Cl)s1)C1COc2ccccc2O1 (stereo unspecified) | 15
95 | N#CCCN1CCN(C(=O)Nc2ccc(F)cc2)CC1 | 6
96 | Cc1csc(NC(=O)CN2CCc3nc(N4CCCCC4)[nH]c(=O)c3C2)n1 | 10
97 | O=C(NC1CCCc2ccccc21)C1CCN(c2ccc(S(=O)(=O)N3CCCC3)cc2)CC1 (stereo unspecified) | 9
98 | CCOC(=O)c1cnc2ccc(Br)cc2c1NCCCCCO | 11
99 | CCN(C(=O)c1ccc(Cl)cc1Cl)c1nnc(-c2ccncc2)s1 | 8
100 | CCCn1c(SCC(=O)Nc2cc(OC)cc(OC)c2)nnc1-c1ccncc1 | 7
101 | N#Cc1ccc(Cn2cc(C#N)c3ccccc32)cc1 | 8
102 | COc1cc(S(=O)(=O)Nc2cc3c(cc2C(C)=O)OCO3)ccc1-n1cnnn1 | 8
103 | C#CCCOC(=O)N1C2=NC(C(=O)OC)=C(C(=O)OC)[C@@H]3N(C)c4ccc(OC)cc4[C@]23C[C@H]1C(=O)OC | 8
104 | COc1ccc(OC)c(-c2csc(N(C)C(=O)C3CCCCC3)n2)c1 | 25
105 | O=C(CSc1nc2sc3c(c2c(=O)[nH]1)CCCC3)Nc1ccccc1F | 14

no. | SMILES | PGE2 EP2 inh
106 | COc1ccc(N(C(=O)c2ccco2)C(C(=O)NC2CCCC2)c2ccccc2)cc1OC (stereo unspecified) | 7
107 | CCC1=C(C[C@H]2NCCc3ccccc32)C[C@H]2c3cc(OC)c(OC)cc3CCN2C1 | 53*
108 | C/C=C/c1ccc(OC)cc1 | 11
109 | COC(=O)c1ccc[n+](CCc2c[nH]c3ccccc23)c1 | 13
110 | C=CCNC(=O)CCSc1nc(-c2ccc3c(c2)OCO3)cc(C(F)(F)F)n1 | 7
111 | O=C(NCCc1nc(-c2ccncc2)n[nH]1)C1c2ccccc2Oc2ccccc21 | 4
112 | CCCn1c(SCC(=O)c2ccc(Cl)cc2)nc2c1c(=O)[nH]c(=O)n2C | 4
113 | COc1ccc(CCNC2CCN(Cc3ccccc3)CC2c2ccccc2)cc1OC (stereo unspecified) | 14
114 | CN1CCN(C(c2ccc(N(C)C)cc2)c2nnnn2C2CCCC2)CC1 (stereo unspecified) | 6
115 | CCCC(C)C(=O)Nc1cc(C)on1 (stereo unspecified) | 10
116 | COc1ccc(CCNC(=O)CSc2nc3ccccc3c(=O)[nH]2)cc1OC | 7
117 | Cc1ccc2c(c1)nnn2C1CCN(S(=O)(=O)c2ccc(S(=O)(=O)N3CCCC3)cc2)CC1 | 13
118 | O=C(CCCl)N1CCN(c2nc(-c3ccccc3)cs2)CC1 | 15
119 | CCOC(=O)C(C)n1cnc2scc(-c3ccccc3)c2c1=O (stereo unspecified) | 8
120 | COc1cc2c(cc1NC(=O)c1ccc(F)cc1F)oc1ccccc12 | 9

no. | SMILES | PGE2 EP2 inh
121 | COc1ccc(C2(NC(=O)COc3ccc4nncn4n3)CCCCC2)cc1 | 5
122 | COc1cccc(CC(=O)N2CCC[C@@H]2Cn2nc(-c3cccs3)ccc2=O)c1 | 5
123 | O=C(NCc1ccco1)C1CCN(C(=O)c2ccc(Cl)cc2Cl)CC1 | 12
124 | COc1ccc(-c2ccc(=O)n(C[C@H](C)NC(=O)C3(c4ccc(Cl)cc4)CC3)n2)cc1 | 16
125 | CCCCOc1ccc(NC(=O)Cn2nc(-c3cc(C)oc3C)cc(N)c2=O)cc1 | 8
126 | COc1ccc(-c2cnc(NC(=O)COc3ccc4nsnc4c3)n2C)cc1 | 14
127 | CCOC(=O)/C=C/C(=O)Nc1ccc(S(=O)(=O)N2CCc3ccccc32)cc1 | 17

2 entries from above, as labelled records:
#74 Cc1ccc2c(c1)c1nc(C)sc1n2C
  PGE2 EP2 inh: 14

#75 CCN(C(=O)c1ccccc1F)c1nc(-c2cc(OC)ccc2OC)cs1
  PGE2 EP2 inh: 1

Some of the compounds tested (hit frequency here may not be typical).
